Screening data: PubChem BioAssay, several laboratories
Myeloid diff MLP: promotes myeloid progenitor differentiation; ER-HoxA9 myeloid progenitors, lysozyme-GFP differentiation, flow cytometry; calls only at 10 µM; 360,000 tested, 1% active;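 active means normalized GFP-positive differentiation at or above the plate's own cutoff, the solvent-only control mean plus 3 SD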;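 further: cells exposed to compound for four days before flow analysis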
LYP phosphatase: inhibitors of LYP phosphatase, biochemical, fluorescence intensity, uHTS (AID 1779); inhibition, % at 11.5 µM, or IC50 in µM where a hit was titrated; 290,000 tested, 0.054% active; recombinant LYP phosphatase, fluorescence intensity; higher % means a stronger effect;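 further: plate controls were vehicle with enzyme for no effect and no enzyme for full effect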
AID2073: inhibitors of Mint1-CaV2.2 protein interaction, biochemical, HTRF (AID 2073); 290,000 tested, 0.19% active; HTRF protein-protein interaction, Mint1-CaV2.2; higher % means a stronger effect; one-dose inhibition, % at 20 µM; IC50 in µM for titrated hits; in the data active means inhibition mostly above about 51%, no sharp cut-off; further: some results filed as inactive read as strong as hits
HIV fusion peptide: cell-free HIV fusion peptide-binding blockers – biochemical, uHTS, fluorescence dequenching, primary screen (AID 1986) | cell-free peptide binding, fluorescence dequenching, 30 min; higher % means a stronger effect | inhibition, % at 20 µM, or IC50 in µM where a hit was titrated | 290,000 tested, 0.3% active; in the data active means inhibition mostly above about 52%, no sharp cut-off; inactive means mostly below about 76%; further: some results filed as inactive read as strong as hits
Hep lipid drop: hepatic lipid droplet formation modulation. AML12 mouse hepatocytes, oleate lipid droplets, BODIPY imaging. inhibition, % at 6.5 µM. 240,000 tested, 0.4% active. AID 1656;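 active means lipid droplet intensity inhibited by at least 50%, with more than 500 cells counted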
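Assay system: AML12 mouse liver cells | Compound dosing: One dose, 6.5 µM compound | Read-out basis: Droplet intensity reduction, % inhibition | Measured by: Fluorescence imaging, 20x objective, two fields per well | Schedule: Overnight treatment with compound plus oleate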
XIAP antagonists: XIAP antagonists, biochemical, IAP family, fluorescence polarization (AID 1018) | one-dose displacement, % at 20 µM; IC50 in µM for titrated hits | 200,000 tested, 0.007% active | XIAP BIR domain, fluorescence polarization peptide displacement; higher % means a stronger effect; in the data active means displacement above about 50%; further: a part of the inactive calls stands beside numbers as strong as those of hits
HEK293 NOD2/NF-kB: NOD2 signaling inhibitors, cell-based, luminescence, uHTS, HEK293 (AID 1566). 290,000 tested, 0.63% active. HEK293 NOD2/NF-kB luciferase reporter, luminescence; higher % means a stronger effect. inhibition, % at 4 µM; hits with a dose series show EC50 in µM; further: many of its hits are not listed in these tables
SIAH1 antagonists: blockers of Siah-1 interaction with plectin peptide – biochemical, fluorescence polarization, rhodamine-plectin, uHTS, primary screen (AID 1817); Siah-1 / rhodamine-plectin peptide fluorescence polarization; higher % means a stronger effect; displacement, % at 20 µM; hits with a dose series show IC50 in µM; 290,000 tested, 0.02% active;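 active means displacement of at least 50% at 20 µM, with a fluorescence ratio check between 0.3 and a set limit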;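 further: plate controls were Siah plus tracer with DMSO for no effect and tracer alone without Siah for full effect; strong numbers were not always called active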
NS5 inhibitors: flavivirus cap methylation enzyme inhibition – biochemical, confirmation dose response, primary screen (AID 588689); 340,000 tested, 0.3% active; Dengue-2 NS5 methyltransferase capping enzyme assay, biochemical; higher % means a stronger effect; one-dose inhibition, % at 25 µM; IC50 in µM for titrated hits; in the data active means a potency from the dose series
Hep lipid drop cells 6.5 µM: also measured in Hep lipid drop; calls as there; cell count; measured here: cell count, cytotoxicity flag;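 cells counted across two imaged fields per well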
NS5 inhibitors pilot replicate: further read-out of NS5 inhibitors, marked with its call; inhibition, %; measured here: pilot screen replicate inhibition
Myeloid diff MLP GFP+ MAC1+ %: further read-out of Myeloid diff MLP, marked with its call; GFP+ MAC1+ double positive, %; measured here: differentiation confirmed by MAC1 staining
The depositor's hits bear a star; i = inactive; nt = not tested or not shown; + = active, no number. Unless noted, no stated cut-off is given here; in the data, active means inhibition above about 50%; inactive means the rest. Only part of the results is shown; count on the stated rates, not on these rows.

SMILES	Myeloid diff MLP	Myeloid diff MLP GFP+ MAC1+ %	LYP phosphatase	AID2073	HIV fusion peptide	Hep lipid drop	Hep lipid drop cells 6.5 µM	XIAP antagonists	HEK293 NOD2/NF-kB	SIAH1 antagonists	NS5 inhibitors	others
Cc1ccc(C(=O)NCc2ccccn2)cc1S(=O)(=O)N1CCCCC1	i	0.4	-8%	7%	0.1%	-9	679	nt	-10%	-4%	-4%
Cc1cc(C)c(C#N)c(SCC(=O)Nc2ccc3c(c2)OCO3)n1	i	0.9	0%	6%	0.2%	9	647	-4.9%	-44%	2%	2%
CC1CCCCN1CC(=O)Nc1ccc2c(c1)OC(F)(F)O2 (configuration not stated)	i	0.2	-4%	22%	-1.8%	-12	703	-4.2%	0%	2%	-13%
C#CCSc1nnc(-c2cc3c(C(F)(F)F)nn(C)c3s2)n1C	nt	nt	-4%	6%	0.9%	nt	nt	-2.2%	11%	2%	-3%
CCOc1ccc(Cl)cc1S(=O)(=O)n1cnc2cc(C)c(C)cc21	i	0.9	-6%	-5%	-1.0%	-6	824	-3.2%	11%	2%	0%
CC(=O)Nc1ccccc1Oc1ccccc1	i	0.6	-6%	6%	-0.6%	4	654	-3.6%	15%	-2%	-5%
CN(C)c1ccc(/C=N\Nc2ccccn2)cc1	i	0.5	-5%	-5%	-0.9%	-18	818	nt	-76%	9%	3%
Cc1ccccc1C(=O)Nc1ccc2c(c1)OCCO2	i	0.2	-4%	-6%	0.0%	-4	858	nt	-107%	6%	3%
CCOC(=O)C(CCC(=O)O)(CCC(C)C)c1csc(N)n1 (configuration not stated)	i	1.0	-10%	-9%	-2.7%	3	797	-2.9%	-6%	2%	0%
Cn1cccc1Cc1nnc(SCC(=O)Nc2ccc3c(c2)OCCO3)n1-c1ccc(F)cc1	i	1.9	-9%	-7%	2.9%	-7	691	-6.8%	17%	5%	-7%
CC1CCCN(C(=O)c2ccc(OC3CCN(CCc4ccccc4)CC3)cc2)C1 (configuration not stated)	i	4.5	-13%	-9%	2.0%	-3	659	nt	-9%	17%	-4%
CCCCC(=O)Nc1ccc(C(=O)Nc2nc(CC(=O)OCC)cs2)cc1	i	4.5	2%	6%	3.6%	3	756	-13%	20%	2%	-8%
OCCN(CCO)c1nc(-c2ccccc2)nc2c1oc1ccccc12	i	0.2	1%	8%	-1.2%	28	720	-4.1%	6%	5%	0%
O=C(NC1CCCCC1)C(c1ccco1)N(CCc1ccccc1)C(=O)C(F)(F)F (configuration not stated)	i	4.6	0%	-1%	2.6%	-40	715	-2.1%	-4%	4%	3%
O=C(COC(=O)COc1ccccc1Cc1ccccc1)Nc1cccnc1Cl	i	1.0	-6%	11%	-0.1%	-10	562	-4.3%	-2%	-8%	-2%
OC(Cc1cccnc1)(Cc1cccnc1)c1cc2ccccc2[nH]1	i	0.9	-1%	7%	2.7%	-12	569	-3.6%	10%	7%	-8%
O=C(Nc1ccccc1)C1CC(=O)n2c(nc3ccccc32)N1 (configuration not stated)	i	0.5	-6%	0%	0.9%	8	590	nt	14%	1%	-8%
O=C(O)CCCCCNS(=O)(=O)c1ccc(Cl)cc1	i	14	-5%	2%	-1.2%	nt	nt	-1.1%	13%	2%	-1%
CCC(=O)Nc1cc(C(C)(C)C)ccc1C(C)=O	i	0.5	-6%	-2%	0.0%	8	714	0.9%	1%	-5%	1%
CCCNC(=O)Cn1cnc2sc(C(=O)Nc3ccc4c(c3)OCO4)c(C)c2c1=O	i	7.3	-4%	20%	1.6%	nt	nt	-0.9%	-34%	0%	-6%
COc1ccc(-c2noc(N3CCC(C(=O)Nc4ccc(OC)cc4OC)CC3)n2)cc1	i	2.3	-1%	7%	0.2%	5	714	nt	39%	21%	-3%
COc1ccc(CCNC(=O)CSc2nnc(CNC(=O)c3cccs3)o2)cc1OC	i	1.6	-10%	8%	-2.2%	13	750	-4.8%	3%	4%	2%
Cc1ccc(C(=O)N2CCN(c3ccccc3F)CC2)cc1NC1=NC2CS(=O)(=O)CC2S1 (configuration not stated)	i	0.3	-10%	-5%	-1.5%	-3	661	nt	1%	-5%	-8%
CCCn1c(CNc2ccc(Br)cc2)nc2ccccc21	i	4.3	-1%	-4%	-1.9%	nt	nt	-0.5%	-9%	1%	-3%
CC/C(=N/NC(=O)c1ccc(Br)o1)c1ccc(Cl)cc1	i	0.7	-5%	2%	1.4%	-8	702	1.1%	7%	24%	-5%

New compounds follow.
SMILES	Myeloid diff MLP	Myeloid diff MLP GFP+ MAC1+ %	LYP phosphatase	AID2073	HIV fusion peptide	Hep lipid drop	Hep lipid drop cells 6.5 µM	XIAP antagonists	HEK293 NOD2/NF-kB	SIAH1 antagonists	NS5 inhibitors	others
Cn1c(SCC(=O)Nc2nccs2)nnc1-c1ccncc1	i	1.1	-4%	8%	-0.7%	-6	688	-5.1%	-6%	-2%	-6%
COc1ccc(C(=O)C(CN2CCOCC2)c2ccccc2)cc1F (configuration not stated)	nt	nt	-8%	-1%	0.9%	nt	nt	-0.3%	3%	2%	-22%
CN1CCN(NC(=O)CC(C)(C)C)CC1	i	0.3	-7%	-6%	0.3%	16	679	-4.3%	30%	-2%	1%
Cc1cccc(/C(N)=N/OC(=O)COc2ccc(Cl)cc2)c1	i	0.0	1%	17%	0.4%	4	709	-4.9%	-22%	-5%	-6%
Cc1ncc(CO)c(/C=N/NC(=S)Nc2ccc(C(C)C)cc2)c1O	i	0.3	2%	16%	5.5%	-26	719	nt	11%	4%	-12%
Cc1cccc(OC(C)C(=O)N2CCN(Cc3ccc4c(c3)OCO4)CC2)c1 (configuration not stated)	i	1.0	-10%	2%	-1.3%	-13	658	nt	-31%	-1%	5%
COc1ccc(C(=O)Nn2c(C)nnc2-n2nc(C)cc2C)cc1OC	i	1.2	0%	8%	4.1%	0	727	-14%	1%	7%	-5%
O=C1C(=O)N(CCCn2ccnc2)C(c2cccc(Br)c2)/C1=C(\O)c1ccc2c(c1)OCCO2 (configuration not stated)	i	2.6	-5%	25%	-1.8%	-5	734	nt	13%	4%	-1%
Cc1ccc2nc(NC(=O)c3ccc(N4C(=O)CCC4=O)cc3)sc2c1	i	0.0	8%	32%	3.7%	3	680	-7.5%	-59%	-3%	nt
COC(=O)CSc1nc2cc(OC)ccc2cc1C#N	i	0.7	-8%	14%	3.8%	nt	nt	-1.3%	-230%	-3%	-6%
CCCC(=O)Nc1nc(-c2ccccc2)c(CC)s1	i	0.2	-4%	0%	2.4%	-1	733	-1.0%	-9%	3%	8%
CN1CCN(Cc2coc3c(Cl)cc(Cl)cc3c2=O)CC1	i	0.2	1%	1%	4.7%	-3	766	nt	-1%	5%	4%
COCCNC(=O)C(=O)Nc1cc2c3c(c1)CCC(=O)N3CCC2	i	0.0	-12%	0%	-0.6%	8	759	nt	12%	-1%	4%
O=C(Cc1cccc2ccccc12)NC(NC(=S)Nc1ccccc1Cl)C(Cl)(Cl)Cl (configuration not stated)	i	1.0	4%	-8%	-0.9%	-2	751	-7.0%	-23%	12%	-3%
CCOc1ccc(C(CC(=O)O)n2cnnn2)cc1OC (configuration not stated)	i	0.3	-2%	-8%	-2.5%	-18	702	-14%	10%	-14%	1%
CC(=O)Nc1ccc(C(=O)CSc2ncn(-c3ccccc3)n2)cc1	i	1.4	-11%	-3%	0.1%	5	810	-5.1%	-5%	-4%	-5%
CCOC(=O)CSc1nc2sc3c(c2c(=O)[nH]1)CC(C)(C)OC3	i	0.7	-4%	2%	11%	nt	nt	0.4%	1%	3%	-1%
Cc1cccc(C)c1-n1c(C)nn(CCOc2ccccc2)c1=O	+	0.7*	-4%	-1%	1.0%	-11	651	-1.9%	3%	7%	-5%
CC(=O)NC(Cc1ccccc1)C(=O)NC1CCN(c2ncccc2[N+](=O)[O-])CC1 (configuration not stated)	i	0.7	-4%	14%	-3.9%	7	662	-0.6%	7%	-3%	-2%
Oc1c(Br)cc(Br)cc1CNc1cnc2ccccc2c1	i	0.5	-4%	31%	8.6%	2	871	nt	17%	-2%	1%
CCn1cnc2c1c(=O)n(CC(=O)NN)c(=O)n2Cc1ccccc1	i	0.3	-7%	-2%	-0.9%	nt	nt	nt	-2%	-2%	2%
COc1ccc(NC(=O)CN2CCN(c3ccccc3C)CC2)cc1	i	0.3	-9%	4%	-1.8%	-10	747	nt	4%	12%	nt
CCc1ccc(N(C(=O)Cc2cccs2)C(C(=O)NC2CCCCC2)c2cn(C)nc2C)cc1 (configuration not stated)	i	0.7	5%	22%	2.9%	nt	nt	-5.3%	-5%	-1%	0%	NS5 inhibitors pilot replicate=-0.2
Cc1cc(C)n(CC(O)COc2ccc3ccccc3c2)n1 (configuration not stated)	i	0.3	-7%	5%	-1.3%	7	748	-6.6%	-38%	5%	-11%
O=C(O)CCC(=O)Nc1nnc(C(F)(F)F)s1	i	1.1	-9%	1%	-0.2%	nt	nt	-6.0%	11%	4%	1%

A draw from above in order of molecular weight, descending.
SMILES	Myeloid diff MLP	Myeloid diff MLP GFP+ MAC1+ %	LYP phosphatase	AID2073	HIV fusion peptide	Hep lipid drop	Hep lipid drop cells 6.5 µM	XIAP antagonists	HEK293 NOD2/NF-kB	SIAH1 antagonists	NS5 inhibitors	others
O=C(Cc1cccc2ccccc12)NC(NC(=S)Nc1ccccc1Cl)C(Cl)(Cl)Cl (configuration not stated)	i	1.0	4%	-8%	-0.9%	-2	751	-7.0%	-23%	12%	-3%
CCOc1ccc(C(CC(=O)O)n2cnnn2)cc1OC (configuration not stated)	i	0.3	-2%	-8%	-2.5%	-18	702	-14%	10%	-14%	1%
CN1CCN(NC(=O)CC(C)(C)C)CC1	i	0.3	-7%	-6%	0.3%	16	679	-4.3%	30%	-2%	1%

(listing goes on)
SMILES	Myeloid diff MLP	Myeloid diff MLP GFP+ MAC1+ %	LYP phosphatase	AID2073	HIV fusion peptide	Hep lipid drop	Hep lipid drop cells 6.5 µM	XIAP antagonists	HEK293 NOD2/NF-kB	SIAH1 antagonists	NS5 inhibitors	others
O=C(c1ccco1)N1CCN(Cc2ccccc2F)CC1	i	0.6	-4%	12%	-1.4%	-2	826	nt	-18%	-5%	-4%
Cc1ccc(-n2ncc3c2CCCC3NC(=O)CCn2ccnc2C)cc1C (configuration not stated)	i	0.9	-10%	-4%	1.1%	-6	654	nt	6%	3%	-1%
COc1ccc(-c2c(NC(=O)c3ccco3)oc3ccc(Cl)cc3c2=O)cc1	i	1.1	-6%	13%	0.9%	16	724	nt	16%	-1%	0%
Cc1ccc(N(Cc2cc3ccc(C)cc3[nH]c2=O)C(=O)c2ccco2)cc1	i	0.3	-3%	14%	4.8%	6	633	nt	25%	17%	2%
Cc1ccc(NC(=O)c2ccc(Cl)c(S(=O)(=O)NCC3CCCO3)c2)c(O)c1 (configuration not stated)	i	1.1	0%	6%	2.6%	-29	809	nt	13%	-1%	-5%
Cc1ccc(NC(=O)CN2CCC(NC(=O)Cc3ccccc3)CC2)cc1C	i	2.4	-6%	1%	-2.1%	nt	nt	-6.4%	17%	-5%	-3%
